Screening data deposited in PubChem by National Center for Advancing Translational Sciences (NCATS).
Tau fluor cs: counter-screen for tau fibril formation inhibitors; tau K18 P301L Alexa594 fluorescence, heparin fibrillization; Potency, µM (top dose mostly 57.7 µM), for inactives: at the highest dose activity change, negative = decrease; AID 1463; actives 0.93% (n = 280,000); also: % is scaled to controls: 0 for no effect and ±100 for the full control effect; nearly all actives have a fitted effect of over 55% in size
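Human K18 P301L tau (15 uM unlabeled plus 0.24 uM Alexa 594-labeled, final) in 100 mM sodium acetate pH 7 was mixed with compound and 20 uM heparin and incubated 6 hr at 37 C.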
HttQ103 aggreg: inhibitors of mutant huntingtin aggregate formation in PC12 cells; Potency, µM (highest dose often 46.1 µM), for the others: at the highest dose activity change, negative = inhibition, actives largely listed as inhibitors; PC12 HttQ103-GFP aggregates, Acumen cytometry, 40 h; actives 1.1% (n = 220,000); also: % is scaled to controls: 0 for no effect and ±100 for the full control effect; nearly all actives have a fitted effect of over 60% in size
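Huntingtin Q103 exon 1–GFP aggregates in induced PC12 cells (100 nM tebufenozide) were quantified by cytometry from lysates, with compounds dosed in titration.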
Tau ThT inhib: blocks human tau fibril formation measured by thioflavin T; P10636; recombinant tau K18 P301L, heparin-induced fibrillization, ThT fluorescence; Potency, µM (highest dose often 57.4 µM), without a hit: top-dose activity, negative = inhibition, most hits filed as inhibitors; actives 2.1% (n = 270,000); AID 1460; also: % is scaled to controls: 0 for no effect and ±100 for the full control effect; nearly all actives have a fitted effect of over 55% in size
Target sequence (P10636 561-689 P618L limits assumed): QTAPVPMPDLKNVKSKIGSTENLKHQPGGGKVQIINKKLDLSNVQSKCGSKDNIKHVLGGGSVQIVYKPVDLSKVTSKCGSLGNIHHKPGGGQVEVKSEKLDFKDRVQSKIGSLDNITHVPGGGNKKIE
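Fibril formation assay: tau K18 P301L at 15 uM with trace Alexa 594 label, heparin inducer 20 uM, pH 7 sodium acetate buffer, 37 C for 6 hr; endpoint ThT signal.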
HTT cytoprotect: Huntington cell model cytoprotection by ATP luminescence; PC12 HTT-Q103 induced, cytoprotection, ATP luminescence, 40 h; actives 0.14% (n = 230,000); AID 1471; Potency, µM (top dose mostly 56.4 µM), inactives show cytoprotection (ATP increase), hits mostly activators;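 also: % of control where 0% means no effect; nearly all actives have a fitted effect of over 45% in size; toxic huntingtin expression switched on by the ecdysone agonist tebufenozide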
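Huntington model: PC12 line, ecdysone-inducible HTTQ103 exon1–GFP, tebufenozide 100 nM. Test articles in a dose series. Endpoint luminescence from cellular ATP.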
KDM4E inh: blocks human JMJD2E demethylase activity; JMJD2E catalytic domain, FDH-coupled NADH fluorescence (FDH is formaldehyde dehydrogenase); actives 1.6% (n = 230,000); Potency, µM (top dose mostly 57.1 µM), inactives show top-dose activity change, negative = inhibition, hits mostly inhibitors; AID 2147; active = well fitted inhibition curve with a large enough effect, not every such curve was filed as active; inconclusive = small, poorly fitted or top-dose-only effect, or another doubt; inactive = no such curve, though single readings can be large or run the other way;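 also: 0% = wells with enzyme and -100% = buffer wells without enzyme; nearly all actives have a fitted effect of over 50% in size; many of its hits are not listed in these tables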
Target sequence (B2RXH2 1-337 limits assumed): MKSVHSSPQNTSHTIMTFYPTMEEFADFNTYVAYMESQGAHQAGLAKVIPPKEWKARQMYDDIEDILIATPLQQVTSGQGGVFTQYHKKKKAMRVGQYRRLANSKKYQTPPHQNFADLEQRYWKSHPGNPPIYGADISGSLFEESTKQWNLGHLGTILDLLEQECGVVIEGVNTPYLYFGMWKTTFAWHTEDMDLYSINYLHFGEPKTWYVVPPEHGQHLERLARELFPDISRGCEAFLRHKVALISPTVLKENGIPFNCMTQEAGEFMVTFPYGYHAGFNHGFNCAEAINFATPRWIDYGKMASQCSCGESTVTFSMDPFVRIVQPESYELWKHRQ
SMN2 splice enh: increases expression of the SMN2 splice variant; Potency, µM (top dose mostly 46.1 µM), inactives show at the top dose activity change, positive = activation, actives largely listed as activators; actives 2.8% (n = 210,000); HEK293 SMN2-luciferase splicing reporter, luminescence, 30-36 h; also: % of control where 0% means no effect; nearly all actives have a fitted effect of over 55% in size
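qHTS luciferase splicing reporter: luminescence rises when SMN2 exon 7 is included in transfected HEK293 cells. Compound exposure lasted 30-36 h at 37C, with 4.5 mM final sodium butyrate as control, followed by a ONE-Glo read.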
Tau FP inhib: tau fibrillization inhibition (FP) | K18 P301L tau heparin fibrillization, Alexa594 FP, 6 h | actives 0.39% (n = 280,000) | P10636 | Potency, µM (doses to about 57.7 µM), without a hit: at the highest dose activity, negative = inhibition, usual class: inhibitors; also: % is scaled to controls: 0 for no effect and ±100 for the full control effect; nearly all actives have a fitted effect of over 55% in size
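Human tau K18 […] P301L fragment, 15 uM unlabeled plus 0.24 uM Alexa 594-labeled tau (final), with compound and 20 uM heparin in 100 mM sodium acetate pH 7; 6 hr at 37 C, then Alexa 594 FP read.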
ALDH1A1 inh: blocks purified human ALDH1A1 activity. Purified ALDH1A1, NADH fluorescence, propionaldehyde substrate. actives 7.3% (n = 220,000). P00352. Potency, µM (doses to about 75.3 µM), for inactives: at the highest dose activity, negative = inhibition, most hits filed as inhibitors; active = well fitted inhibition curve with a large enough effect, not every such curve was filed as active; inconclusive = small, poorly fitted or top-dose-only effect, or another doubt; inactive = no such curve, though single readings can be large or run the other way;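 also: plate controls were no enzyme wells and a reference inhibitor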
Target sequence (P00352 whole entry, looked up): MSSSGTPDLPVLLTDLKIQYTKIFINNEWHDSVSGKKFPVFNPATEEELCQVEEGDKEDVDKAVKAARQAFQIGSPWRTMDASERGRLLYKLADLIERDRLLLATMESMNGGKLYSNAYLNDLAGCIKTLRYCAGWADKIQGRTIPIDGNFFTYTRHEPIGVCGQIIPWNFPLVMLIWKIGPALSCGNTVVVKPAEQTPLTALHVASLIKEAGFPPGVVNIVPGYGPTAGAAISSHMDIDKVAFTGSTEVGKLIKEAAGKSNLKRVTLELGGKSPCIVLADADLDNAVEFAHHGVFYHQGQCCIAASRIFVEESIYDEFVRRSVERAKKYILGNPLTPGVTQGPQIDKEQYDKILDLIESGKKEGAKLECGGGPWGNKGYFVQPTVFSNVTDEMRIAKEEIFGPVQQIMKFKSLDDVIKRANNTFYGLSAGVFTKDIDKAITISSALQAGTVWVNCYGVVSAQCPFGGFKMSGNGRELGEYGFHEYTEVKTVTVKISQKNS
* = called active by the depositor; ? = inconclusive; · = not tested or not shown; [ ] = dose if it differs, or a comment. Unless noted, calls follow the shape of the dose curve; as a rule, active = well fitted curve in the direction sought with a large enough effect; inconclusive = small, poorly fitted or top-dose-only effect, or another doubt; inactive = no such curve, though single readings can be large; an effect the other way counts as inactive or inconclusive. Potency is read from the fitted curve at half-maximal effect. A portion of the library; count on the stated rates, not on these rows.

no.	structure	Tau fluor cs	HttQ103 aggreg	Tau ThT inhib	HTT cytoprotect
1	CCNC(=O)[C@@H]1O[C@@H](n2cnc3c(N)ncnc32)[C@H](O)[C@H]1O	-4%	·	-10%	?
2	CC[C@@H]1/C=C/C=C/C[C@H](C)[C@@H](O)[C@](C)(O)C(=O)[C@H](C)[C@@H](O)[C@H](C)C(=O)[C@H](C)[C@@H](O)[C@H](C)/C=C/C(=O)O[C@H]2[C@@H](C)[C@@H](CC1)O[C@@]1(CC[C@@H](C)[C@@H](C[C@H](C)O)O1)[C@@H]2C	-16%	·	?	-7%
3	CC1CCCCN1C(=O)c1ccc(N2CC3CC(C2)c2cccc(=O)n2C3)c([N+](=O)[O-])c1 (configuration not stated)	-5%	8%	-10%	-1%[10 µM]
4	CC12CC[C@H]3[C@@H](CCC4(O)C[C@H](O)CCC34/C=N/NC(=O)c3ccccc3O)C1(O)CCC2C1=CC(=O)OC1 (some centres not stated)	-3%	-20%[9.22 µM]	·	-13%[10 µM]
5	CCOP(=O)(OCC)c1nc(-c2cccc3ccccc23)oc1NCc1ccccc1	-22%	-17%	?	5%[10 µM]
6	C/C=C1/CN2CC[C@]34C(=C(C=O)[C@H]1C[C@@H]23)Nc1ccccc14	2%	·	-1%	?
7	Cc1nn(Cc2c(Cl)cccc2Cl)c(Cl)c1C(=O)O	-4%	-4%	-4%	10%
8	CCCCCCN1CCN(c2ccc(Cl)cc2)CC1	-6%	7%	-13%	-35%
9	O=[N+]([O-])c1cc(-n2cnnn2)c(O)c([N+](=O)[O-])c1	-12%	39%[9.22 µM]	-17%	12%[10 µM]
10	COP(=O)(OC)C(NC(=O)C(C)(C)C)=C(Cl)Cl	-3%	9%	4%	8%
11	Fc1ccccc1CCNCc1cccc2ccccc12	9%	-1%	11%	22%[0.074 µM]
12	CC(=O)N1N=C2C3CCN(CC3)C2C1c1cccc2ccccc12 (configuration not stated)	-14%	8%	-6%	·
13	CN(C)S(=O)(=O)c1ccc(Cl)c(NC(=O)COC(=O)CN2C(=O)C3CCCCC3C2=O)c1 (configuration not stated)	0%	11%	3%	-15%
14	c1cncc([C@@H]2CCCCN2)c1	-8%	·	-5%	13%
15	NC(Cc1ccccc1)Cc1ccccc1	-2%	0%	-1%	7%

no.	KDM4E inh	SMN2 splice enh	Tau FP inhib	ALDH1A1 inh
1	3%	·	2%	1%
2	·	-40%[inhibitor]	-7%	?
3	7%	4%	-1%	10%
4	?	·	0%	·
5	?	-10%	-4%	?
6	-18%	·	-2%	-8%
7	1%	9%	2%	5%
8	?	8%	9%	-7%
9	2%	·	-3%	·
10	-4%	7%	12%	1%
11	9%	12%	-2%	-6%
12	0%	-2%	-8%	8%
13	-2%	6%	-1%	?
14	-1%	-4%[20.6 µM]	-1%	10%
15	-3%	-3%	2%	12%

Carrying on:
no.	structure	Tau fluor cs	HttQ103 aggreg	Tau ThT inhib	HTT cytoprotect
16	O=C(CCl)Nc1nccs1	-7%	-11%[9.22 µM]	·	15%[10 µM]
17	O=C(N/N=C/c1cc(Br)c(Br)s1)c1ccncc1	-2%	?	-16%	-165%[inhibitor]
18	N=C1c2ccccc2CN1NC(=O)c1ccc(Br)cc1	3%	1%	-1%	3%[10 µM]
19	CC(c1ccccc1)n1cncc1C(=O)O (configuration not stated)	-3%	23%	2%	4%[10 µM]
20	COc1ccc2c(c1)CC1(CN2C)C(=O)NC(=O)N(CCc2ccccc2)C1=O (configuration not stated)	-20%	9%	?	-19%[0.074 µM]
21	ClCC1CO1 (configuration not stated)	·	-10%	·	-17%
22	O=P(C(=Nc1ccc(Cl)cc1)N1CCOCC1)(N1CCOCC1)N1CCOCC1	3%	8%	-3%	22%[10 µM]
23	O=C(OCC(=O)c1ccc([N+](=O)[O-])cc1)/C(=C\c1ccc(Cl)cc1)NC(=O)c1ccccc1	?	-1%	13µM*	-9%
24	CNC(=O)Nc1ccc(C(O)(C(=O)OC)C(F)(F)F)cc1 (configuration not stated)	-2%	-1%[9.22 µM]	-1%	0%[10 µM]
25	COc1cc(/C=N/n2cnnc2)ccc1OC(=O)N(C)C	-9%	7%	-8%	4%
26	CN1C(=O)C(=Cc2sc(=O)n(-c3ccccc3)c2N2CCCCC2)C(=O)N(C)C1=O	-16%	19%[9.22 µM]	25µM*	17%[10 µM]
27	O=c1[nH]c(=S)n(C2CC2)c(O)c1C=Nc1ccc2c(c1)OCO2	?	11%[9.22 µM]	·	-8%[10 µM]
28	C/C(=C\C(=O)c1ccc(Br)cc1)NCc1ccccc1	-21%	-26%	-22%	15%[10 µM]
29	CCCCCn1c(Sc2ccccc2)nc2c1c(=O)[nH]c(=O)n2C	7%	-5%	-5%	15%[10 µM]
30	O=C(Nc1ccc(C(F)(F)F)cc1)c1cccn(Cc2ccc3c(c2)OC(F)(F)O3)c1=O	-14%	-11%	-12%	-19%

no.	KDM4E inh	SMN2 splice enh	Tau FP inhib	ALDH1A1 inh
16	-8%	·	1%	·
17	-2%	-91%[inhibitor]	-1%	8%
18	1%	15%	11%	?
19	-2%	-10%	-6%	19%
20	-12%	0%	?	?
21	·	-9%	·	?
22	0%	-7%	6%	-4%
23	-18%	-4%	-8%	13µM*
24	9%	·	-3%	·
25	?	1%	-1%	?
26	-4%	·	-16%	·
27	-66%	·	-9%	·
28	-3%	-4%	2%	?
29	8%	-3%	-7%	?
30	9%	-62%[inhibitor]	-5%	8%

(further entries)
no.	structure	Tau fluor cs	HttQ103 aggreg	Tau ThT inhib	HTT cytoprotect
31	CCCCCc1nc2ccccc2c(=O)n1-c1ccc(C)cc1	-8%	·	0%	·
32	CN1CCN(c2ccc(N)cc2)CC1	?	12%	25µM*	22%
33	COc1ccc(C(=O)CN2CCOCC2)cc1F	-15%	?	?	6%
34	Cc1cccc(-n2c(CC3C(=O)Nc4ccc(C)cc43)nc3ccccc3c2=O)c1 (configuration not stated)	-2%	·	-1%	·
35	Cc1ccc(C(c2nnnn2Cc2ccccc2)N2CC=C(c3ccc(F)cc3)CC2)cc1 (configuration not stated)	-1%	1%	-1%	-26%
36	NC1=Nc2ccccc2Oc2ccccc21	3%	1%	8%	15%
37	CCOP(=S)(NN(Cc1ccccc1)C(=O)c1ccccc1)OCC	-6%	-2%	-10%	4%[0.074 µM]
38	O=C(c1cc([N+](=O)[O-])ccc1N1CCNCC1)N1CCOCC1	2%	-18%	-3%	19%[10 µM]
39	Cc1nc2c(c(=O)[nH]1)C(c1ccc([N+](=O)[O-])cc1)c1c(c3ccccc3oc1=O)O2 (configuration not stated)	-2%	-21%[9.22 µM]	1%	-23%[10 µM]
40	CCN(CC)CCOC(=O)c1cc2cc(COC)ccc2o1	-8%	20%	-8%	-16%
41	Cc1[nH]nc2c1C1(CCC3(CC1)OCCO3)C(C#N)=C(N)O2	0%	5%	-10%	-23%[0.074 µM]
42	O=C(Cn1ncc2c3ccccc3n(Cc3cccc(Cl)c3)c2c1=O)N1CCC2(CC1)OCCO2	-11%	-4%	-16%	-10%
43	CCOP(=O)(OCC)/C(=N/OC(=O)c1ccccc1C)C(N)=O	6%	?	?	-16%[0.074 µM]
44	CCOC(=O)c1ccc(N=C(CC)c2c(O)n(C)c(=O)n(C)c2=O)cc1	-7%	15%[9.22 µM]	·	-1%[10 µM]
45	Cc1cc(C=C2C(=O)NC(=O)NC2=O)c(C)n1-c1ccc2c(c1)OCO2	-29%	-10%	?	40%[10 µM]

no.	KDM4E inh	SMN2 splice enh	Tau FP inhib	ALDH1A1 inh
31	·	5%	-10%	·
32	?	0%	?	32µM*
33	7%	-7%	-4%	14µM*
34	·	1%	7%	·
35	-5%	-17%	1%	7.9µM*
36	0%	0%	-2%	-4%
37	7%	-6%	-4%	0%
38	6%	10%	5%	?
39	9%	·	3%	·
40	?	-13%	4%	-8%
41	-5%	?	-3%	?
42	?	-27%	-2%	-11%
43	11%	6%	12%	3%
44	1%	·	2%	·
45	-14%	-19%	?	?

(more compounds)
no.	structure	Tau fluor cs	HttQ103 aggreg	Tau ThT inhib	HTT cytoprotect
46	O=C(c1ccccc1)c1ccccc1N=Cc1c(O)[nH]c(=O)[nH]c1=O	-3%	15%	-17%	-12%
47	COc1ccc(CN2CC3CC(C2)c2cccc(=O)n2C3)cc1OC (configuration not stated)	-16%	-7%	-8%	-9%
48	COc1cccc(N2C(=O)NC(=O)/C(=C/c3ccc4c5c(cccc35)CC4)C2=O)c1	-19%	4%	?	9%[10 µM]
49	O=C1C2CCCN2C(c2cccnc2)N1c1nccs1 (configuration not stated)	-10%	-8%	?	-12%

no.	KDM4E inh	SMN2 splice enh	Tau FP inhib	ALDH1A1 inh
46	-5%	20%	-5%	0%
47	?	-7%	?	5%
48	-3%	-22%	?	?
49	7%	·	-14%	12%

Part of the list above in order of number of heavy atoms, highest first.
no.	structure	Tau fluor cs	HttQ103 aggreg	Tau ThT inhib	HTT cytoprotect
44	CCOC(=O)c1ccc(N=C(CC)c2c(O)n(C)c(=O)n(C)c2=O)cc1	-7%	15%[9.22 µM]	·	-1%[10 µM]
47	COc1ccc(CN2CC3CC(C2)c2cccc(=O)n2C3)cc1OC (configuration not stated)	-16%	-7%	-8%	-9%
49	O=C1C2CCCN2C(c2cccnc2)N1c1nccs1 (configuration not stated)	-10%	-8%	?	-12%

no.	KDM4E inh	SMN2 splice enh	Tau FP inhib	ALDH1A1 inh
44	1%	·	2%	·
47	?	-7%	?	5%
49	7%	·	-14%	12%
